Screens from PubChem BioAssay.
Rac1 act GTP bind – alters GTP binding to activated mutant human Rac1; AID 764; P63000; GST-Rac1 activated beads, fluorescent GTP binding, flow cytometry; actives lie on both sides; 100% means binding = to untreated wells; percent activity (GTP binding), % at 10 µM; hit rate 0.11% among 190,000;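 active means GTP binding at least 20 percentage points away from the 100% baseline, in either direction, so actives lie on both sides; inconclusive means Compound likely fluorescent itself, or too few beads counted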
HRas wt GTP bind – changes GTP binding to wildtype human HRas; P01112; hit rate 0.14% among 190,000; AID 759; GTP binding activity, % at 10 µM; GST-Ras wt beads, Bodipy-FL-GTP binding, flow cytometry; actives lie on both sides;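 active means GTP binding activity at least 20% away from the 100% baseline, either lowered as inhibitor or raised as activator; inconclusive means flagged as likely green fluorescent, judged across all proteins in the well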;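 further: 0% = unlabeled GTP competition control and 100% = no-compound control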
Target sequence (P01112 whole entry, looked up): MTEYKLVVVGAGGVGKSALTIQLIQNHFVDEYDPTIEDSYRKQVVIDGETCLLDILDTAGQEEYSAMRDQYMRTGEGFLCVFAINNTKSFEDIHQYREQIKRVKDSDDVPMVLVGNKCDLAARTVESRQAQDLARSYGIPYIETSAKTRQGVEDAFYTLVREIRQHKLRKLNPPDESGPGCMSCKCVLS
Rac1 wt GTP bind – modulators of human Rac1 wildtype GTP binding; P63000; AID 757; GST-Rac1 beads, fluorescent GTP binding, flow cytometry; actives lie on both sides; 0 = cold GTP competed, 100 = untreated; GTP binding activity (% of control), % at 10 µM; hit rate 0.27% among 190,000;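 active means GTP binding activity at least 20 points away from the 100% control level, either lower or higher; inconclusive means compound flagged as likely green fluorescent, judged across all proteins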
Rab7 wt GTP bind – modulators of GTP binding to dog Rab7 wildtype GTPase | GST-Rab7 beads, fluorescent GTP binding, flow cytometry; actives lie on both sides; untreated = 100%, excess cold GTP = 0% | GTP binding activity (percent of control), % at 10 µM | hit rate 0.055% among 190,000 | AID 758;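 active means fluorescent GTP binding to Rab7 beads changed by at least 20 points from the 100% baseline, either direction, mostly lower; inconclusive means compound itself probably fluorescent, or too few beads counted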;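 further: median green fluorescence of bound Bodipy-FL-GTP per Rab7 bead population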
Cdc42 wt – human Cdc42 wildtype GTP binding change, either direction; P60953; GST-Cdc42 beads, Bodipy-GTP binding, flow cytometry; actives lie on both sides; percent activity (GTP binding), % at 10 µM; hit rate 0.2% among 190,000;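 active means percent activity GTP binding at least 20 points away from the 100% baseline, either down as inhibitor or up as activator; inconclusive means compound flagged as likely green fluorescent from well-wide comparison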;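 further: median bead fluorescence of bound Bodipy-FL-GTP at 100 nM; 0% = excess unlabeled GTP control and 100% = no compound control; below 100% means less GTP binding so inhibitor and above means activator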
Bim-Bcl-2 – inhibitors of Bim-Bcl-2 interaction, human; P10415; Bead-based flow cytometry, Bim peptide-Bcl-2 binding; inhibition, % at 10 µM; hit rate 0.06% among 190,000; in the data active means inhibition above about 40%; inconclusive means no clear call, values can overlap the other calls;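 further: 0% = no compound wells with probe peptide and 100% = reference peptide inhibitor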
Target sequence (P10415 whole entry, looked up): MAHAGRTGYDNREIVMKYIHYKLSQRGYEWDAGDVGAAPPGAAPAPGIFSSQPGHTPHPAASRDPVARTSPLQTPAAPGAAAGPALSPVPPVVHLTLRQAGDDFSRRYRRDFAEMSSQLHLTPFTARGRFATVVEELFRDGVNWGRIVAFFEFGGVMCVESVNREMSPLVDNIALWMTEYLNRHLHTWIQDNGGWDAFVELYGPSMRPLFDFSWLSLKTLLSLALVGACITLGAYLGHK
Rab2A wt mod – changes GTP binding to wildtype dog Rab2A, up or down; P61105; GST-Rab2 wt beads, Bodipy-GTP binding, flow cytometry; GTP binding activity, % at 10 µM; hit rate 0.19% among 190,000; AID 760;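 active means GTP binding activity at least 20 points away from 100%, either lowered or raised; inconclusive means signal likely due to the compound's own green fluorescence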;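 further: 0% = beads with excess unlabeled GTP and 100% = no-compound control corrected for plate trend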
Bim-Bfl-1 – inhibitors of Bim-Bfl-1 interaction, human; AID 1008; hit rate 0.12% among 190,000; Q16548; inhibition, % at 10 µM; Bead-based flow cytometry, Bim-Bfl-1 binding inhibition;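 further: 0% = wells without compound plus tracer and 100% = blocker peptide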
Bcl-B Bim block – human Bim-Bcl-B interaction inhibition | Q9HD36 | bead-based flow cytometry, Bim peptide-Bcl-B binding | inhibition, % at 10 µM | hit rate 0.073% among 190,000 | AID 951;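 further: 0% = tracer peptide without compound and 100% = reference inhibitor peptide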
Target sequence (Q9HD36 whole entry, looked up): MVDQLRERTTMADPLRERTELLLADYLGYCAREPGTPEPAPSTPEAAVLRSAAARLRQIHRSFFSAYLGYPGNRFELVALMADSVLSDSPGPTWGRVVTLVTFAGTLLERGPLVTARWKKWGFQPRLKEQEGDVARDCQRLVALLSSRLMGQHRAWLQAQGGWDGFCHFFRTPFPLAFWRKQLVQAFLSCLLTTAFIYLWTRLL
Bcl-XL Bim block – human Bim-Bcl-XL interaction inhibition. Q07817. Bim peptide-Bcl-XL binding, bead flow cytometry, fluorescence. inhibition, % at 10 µM. hit rate 0.04% among 190,000
Target sequence (Q07817 whole entry, looked up): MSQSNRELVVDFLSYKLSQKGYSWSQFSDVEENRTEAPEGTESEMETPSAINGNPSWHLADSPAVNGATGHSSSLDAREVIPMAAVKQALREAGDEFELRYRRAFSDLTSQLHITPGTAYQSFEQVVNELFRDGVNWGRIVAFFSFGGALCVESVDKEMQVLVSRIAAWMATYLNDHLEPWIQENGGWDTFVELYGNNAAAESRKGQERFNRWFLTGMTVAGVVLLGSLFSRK
Bcl-W Bim block – inhibitors of Bim-Bcl-W interaction, human; bead-based flow cytometry, Bim peptide-Bcl-W binding; inhibition, % at 10 µM; hit rate 0.02% among 190,000;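 further: 0% = bound tracer without compound and 100% = peptide blocker; higher means less fluorescent Bim peptide bound to Bcl-W beads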
Target sequence (Q92843 whole entry, looked up): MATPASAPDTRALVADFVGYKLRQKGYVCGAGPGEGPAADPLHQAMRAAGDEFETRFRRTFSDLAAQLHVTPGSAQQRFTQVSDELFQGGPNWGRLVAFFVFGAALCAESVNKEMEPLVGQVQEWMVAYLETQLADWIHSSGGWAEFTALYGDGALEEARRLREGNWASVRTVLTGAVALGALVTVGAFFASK
* = called active by the depositor; ? = inconclusive; . = not tested or not shown. Unless noted, no stated cut-off is given here; in the data, active means inhibition above about 40%.

SMILES	Rac1 act GTP bind	HRas wt GTP bind	Rac1 wt GTP bind	Rab7 wt GTP bind	Cdc42 wt	Bim-Bcl-2	Rab2A wt mod	Bim-Bfl-1	Bcl-B Bim block	Bcl-XL Bim block	Bcl-W Bim block
Cc1cccc(NC(=S)NCC(c2cccnc2)N(C)C)c1C (stereo not given)	101	102	105	98	102	-9	100	-16	-9	-8	-9
Cc1nc2cc3ccccc3cc2n1C	102	105	113	98	109	0	100	1	0	-5	-7
CCC(CO)NCc1ccc(Br)cc1 (stereo not given)	96	97	101	105	97	-3	97	-5	-2	-3	0
CC(OC(=O)CN(C)S(=O)(=O)c1ccc(Cl)cc1)C(=O)Nc1cccc(Cl)c1 (stereo not given)	99	98	100	100	99	-14	100	-14	-8	-5	1
Cc1ccc(N2CCN(CCc3nc4cc(NC(=O)c5ccco5)ccc4n3C)CC2)cc1	98	99	101	98	101	-8	101	-17	-9	-4	-1
COC(c1ccccc1)c1nnc(CCC(=O)N2CCN(Cc3cccs3)CC2)o1 (stereo not given)	97	94	94	95	100	0	97	0	3	-3	0
CC(=O)Nc1ccc(NC(=O)Cn2ccc([N+](=O)[O-])n2)cc1	95	99	98	96	96	2	95	-2	1	-2	1
O=C(CN1C(=O)CCC1=O)Nc1nc(-c2ccc(Cl)s2)cs1	97	100	102	103	99	0	100	0	-5	-2	-1
COc1ccc(C(=O)NCC(=O)OCC(=O)NCc2cccs2)cc1	97	103	100	108	98	-1	101	-2	-5	-1	0
C=CCNC(=S)N/N=C/c1cccc([N+](=O)[O-])c1	92	94	93	97	92	-4	94	-1	-5	-3	-2
O=C(NCc1n[nH]c(=S)n1-c1cccc(Cl)c1)c1cccs1	96	101	101	94	98	-1	100	3	-30	-4	3
Cn1cnnc1Sc1nc2ccccc2nc1NS(=O)(=O)c1ccccc1	96	98	102	98	98	-16	97	-16	-10	-3	-3
Cc1[nH]c2ccccc2c1C(=O)COC(=O)C1CCC(=O)N1 (stereo not given)	99	97	103	97	99	0	101	0	1	6	0
Cc1cc(/C=N/NC(=O)c2cccc(F)c2)c(C)n1-c1ccccc1	95	100	97	103	98	3	100	-1	-7	-5	0
CCOC(=O)c1ccc(OCC(=O)c2ccc(O)cc2O)cc1	99	102	111	103	104	-9	103	-10	-10	-2	2
COc1cccc(CC2(CO)CCCN(Cc3c(C)cc(C)cc3-n3cccn3)C2)c1 (stereo not given)	97	98	100	103	100	-2	102	-6	-2	-4	-1
Nc1ccc(C(=O)OCC(=O)N2CCOCC2)cc1[N+](=O)[O-]	95	95	97	98	98	1	95	0	-1	0	1
O=C(CSc1nnc(-c2ccc(F)cc2)o1)N1CCN(C(=O)c2ccco2)CC1	95	95	93	93	96	-8	95	-11	-4	-3	0
O=C(CCN1C(=O)c2cccc3cccc(c23)C1=O)N1CCN(Cc2ccc3c(c2)OCO3)CC1	98	99	96	98	99	5	98	1	-2	-1	0
O=C(N/N=C/c1cn[nH]c1-c1ccc(F)cc1)c1ccncc1	98	97	102	96	99	0	97	0	-4	0	0
C=CCn1c(=N)n(CC(O)c2ccco2)c2ccccc21 (stereo not given)	98	98	103	96	100	-14	97	-21	-11	-8	-4
O=C(Nc1cc(C(F)(F)F)ccc1F)C1CCCC1	94	94	94	94	96	-4	95	-2	-1	0	0
Cc1cc(-c2csc(NC(=O)c3cccc(S(=O)(=O)N(C)C)c3)n2)c(C)n1-c1ccccc1	99	98	101	98	97	2	99	2	3	0	1
CCc1cccc(CC)c1NC(=S)NCCc1c(C)[nH]c2ccccc12	98	101	104	99	104	-1	101	0	-4	-6	-4

Three entries out of the list above, sorted by the value under Rac1 wt GTP bind, low to high.
SMILES	Rac1 act GTP bind	HRas wt GTP bind	Rac1 wt GTP bind	Rab7 wt GTP bind	Cdc42 wt	Bim-Bcl-2	Rab2A wt mod	Bim-Bfl-1	Bcl-B Bim block	Bcl-XL Bim block	Bcl-W Bim block
O=C(CSc1nnc(-c2ccc(F)cc2)o1)N1CCN(C(=O)c2ccco2)CC1	95	95	93	93	96	-8	95	-11	-4	-3	0
O=C(Nc1cc(C(F)(F)F)ccc1F)C1CCCC1	94	94	94	94	96	-4	95	-2	-1	0	0
O=C(N/N=C/c1cn[nH]c1-c1ccc(F)cc1)c1ccncc1	98	97	102	96	99	0	97	0	-4	0	0

(continued)
SMILES	Rac1 act GTP bind	HRas wt GTP bind	Rac1 wt GTP bind	Rab7 wt GTP bind	Cdc42 wt	Bim-Bcl-2	Rab2A wt mod	Bim-Bfl-1	Bcl-B Bim block	Bcl-XL Bim block	Bcl-W Bim block
CC(C)[C@@H](C(=O)NCC1CCC(C(=O)O)CC1)n1nnc2ccccc2c1=O (stereo not given in full)	100	101	102	100	103	-6	101	-9	-2	-19	3
CCOc1ccccc1C(=O)Nc1cccc(-c2nnc(-c3ccccc3)o2)c1	?	?	?	?	?	-4	?	-15	-4	-4	0
C/C=C/c1ccc(OCCn2cncn2)c(OC)c1	93	95	92	96	95	1	93	-5	-1	0	0
COc1ccc(OC)c(NC(=O)c2nnn(Cc3ccc(Br)cc3F)c2N)c1	96	102	99	100	99	-7	99	-10	-6	0	2
COc1ccc(Oc2nc(Oc3ccc(OC)cc3)nc(Oc3ccc(OC)cc3)n2)cc1	99	101	106	100	99	-4	100	-4	0	0	-1
COc1ccc(-n2nc(C(=O)NCc3ccco3)c3c4ccccc4n(C)c3c2=O)cc1Cl	100	103	108	102	104	-1	101	-6	2	-3	1
Cc1nc2ccccc2c(=O)n1NC(=O)C1CC1	94	96	99	98	96	-5	96	-5	0	-1	0
CCOC(=O)c1[nH]c2ccccc2c1NC(=O)CN1CCCCC1	99	104	108	106	106	-2	104	-1	-4	-4	-3
CCCCOc1ccccc1NC(=O)CC1SC(=NCC)N(CC)C1=O (stereo not given)	95	100	99	97	98	-3	98	-1	-1	-1	-2
Cc1ccc(-n2nc3cc(C)c(NC(=S)NC(=O)/C=C/c4ccco4)cc3n2)cc1	103	100	106	94	102	23	101	24	12	18	12
COc1cccc(C=Nc2ccccc2C(=O)Nc2nccs2)c1OC	97	97	102	97	97	-6	97	-7	-11	9	0
O=C(Cn1nnc2c(cnn2-c2ccc(F)cc2)c1=O)OC1CCCCC1	97	99	103	97	99	-13	97	-18	-8	-7	-2
COc1ccc(C(=O)NC2CCN(C(=S)Nc3cccc(C)c3)CC2)cc1	93	99	102	96	98	-6	96	-11	-8	-18	2
CC(C)Cc1nnc(NC(=O)CSc2nc(-c3ccccc3)cc(=O)[nH]2)s1	83	88	84	95	84	-3	89	1	-1	0	2
COc1ccc(/C=C2\CCCC3C2=NN(C(=O)c2scnc2C)C3c2ccc(OC)cc2)cc1 (stereo not given)	98	98	98	96	97	-6	97	-9	-8	-5	13
CCCCCCCc1ccc(-c2ccc(O)cc2)nc1	95	95	94	91	92	0	90	-6	-5	-1	-1
O=C(NC1CCCc2ccccc21)C1CCC(CNS(=O)(=O)c2cccc3nsnc23)CC1 (stereo not given)	?	?	?	?	?	-4	?	-12	-5	-2	1
COC(=O)CCC(=O)c1oc2ccccc2c1NC(=O)CCCN1C(=O)c2ccccc2C1=O	100	101	101	98	100	-5	98	-3	-5	0	0
CCN(CC)c1nc2ccccc2nc1C(C#N)C(=O)NCCc1ccccc1 (stereo not given)	98	99	101	99	101	0	97	-4	-13	-5	-5
COc1cccc(NC(=O)Nc2cc(C)ccc2F)c1	100	102	106	108	101	-11	106	-10	-7	-4	0
CCCOC(=O)c1ccc(NC(=O)CC(C)(C)C)cc1	96	99	102	99	100	-7	97	-9	-4	-2	-2
Cc1cccc(NC(=O)CN2C(=O)N/C(=C/c3cc(C)n(C)c3C)C2=O)c1	?	?	?	?	?	1	?	-1	-6	-14	-9
N#CCCC12CCCCC1=Nc1ccccc12 (stereo not given)	95	100	100	97	101	.	100	-6	-11	-16	-4
Cc1cc(C)cc(NC(=O)NN2C(C)CCCC2C)c1 (stereo not given)	98	98	99	106	98	0	97	-6	-5	-3	-3
COCCNC(=O)COC(=O)/C=C/c1cnc2ccccc2n1	97	101	98	100	98	0	98	-16	-2	-3	0
O=S(=O)(NCC1CCCO1)c1cccc(C(F)(F)F)c1 (stereo not given)	100	99	104	100	100	-11	99	-16	-3	-4	0
CC(=O)c1c(C)n(C)c2ccc(OC(=O)c3ccco3)cc12	98	100	100	101	99	-4	100	-14	-5	-2	0
CCn1c(SCC(=O)Nc2nc3ccc(C)cc3s2)nc2c(c1=O)SC(C)C2 (stereo not given)	96	96	98	97	95	-1	96	-2	-3	-4	1
CCOc1cc(N2CCOCC2)c(OCC)cc1NC(=O)CSc1cccc[n+]1[O-]	98	100	97	98	100	-3	99	0	-6	1	7
O=C(Cn1cnc2ccccc2c1=O)c1ccc(Br)cc1	95	95	98	94	98	-5	96	-8	-8	-3	0
Cn1ncc(Br)c1C(=O)Nc1ccc(Cl)cn1	97	102	103	105	99	-11	103	-22	-11	-11	-3
CCOc1ccc(NC(=O)C(CC)NC(=O)c2ccccc2CO)cc1 (stereo not given)	99	100	105	98	100	-8	102	-14	-9	-5	-3
O=C(COc1ccc(Br)cc1)N1CCN(S(=O)(=O)/C=C/c2ccccc2)CC1	98	99	102	97	101	-9	97	-5	-8	-5	-3
CCOC(=O)Cc1csc(NC(=S)NC(=O)C(C)(C)C)n1	99	103	104	99	101	-7	99	-10	-4	-7	-5
COc1ccc(C(=O)Nc2ccc3c(c2)OCCO3)cc1[N+](=O)[O-]	95	96	102	102	97	-3	102	-3	-2	0	2
CCN(CC)C(=O)c1cnn(-c2ccccc2)c1NC(=O)c1ccccc1F	101	102	103	102	102	0	101	-3	-7	-6	-5
CC(C)=C(NC(=O)c1ccccc1)C(=O)N/N=C/c1ccc(O)cc1	101	101	104	101	102	0	100	1	-1	-1	-2
CCOC(=O)C(=O)/C(C#N)=C/Nc1ccc(Cl)cc1	101	102	108	102	105	-6	105	-2	-5	-2	0
CC1(C)OC(=O)C(=CNCC(=O)NCC(=O)O)C(=O)O1	96	98	99	99	99	-10	95	-11	-7	-13	0
Cc1ccc2nsnc2c1NC(=O)c1cccnc1Cl	101	104	104	102	103	-1	103	0	-4	-2	-4
CCOc1ccc(/C=C/C2=CC(C)(C)NC(=S)N2)cc1	93	99	98	100	94	5	97	6	-27	-1	0
COc1ccc(NC(=O)Cn2nnc(-c3ccccc3NC(=O)c3cccs3)n2)cc1	96	100	98	100	99	0	100	1	0	-1	0
CNCc1ccccc1OCC(=O)Nc1ccccc1	101	101	110	103	101	-11	101	-19	-11	-6	-3
CCOc1ccc(S(=O)(=O)N2CCN(c3ccc(C)cc3C)CC2)cc1	92	97	93	98	97	-5	97	-9	-5	-6	0
Fc1ccccc1Cn1c2[n+](c3ccc(C(F)(F)F)cc31)CCCCC2	95	100	97	96	101	2	98	3	0	1	1
CN(C)c1ccc(N=Nc2ccccc2C(=O)OCC(=O)N2CCCCCC2)cc1	99	102	99	95	98	-3	97	-2	-4	-4	-3
CC(C)=CCc1c(O)ccc(C(=O)Cc2ccccc2)c1O	95	96	103	100	99	-11	99	-19	-7	-8	-4

Rows were taken by chance; overall some 0.62% were active at least once.
